# aSyn yeast rescue = qHTS of alpha-syn Inhibitors: NCGC Sytravon Library Screen | S. cerevisiae alpha-synuclein toxicity rescue, BacTiter-Glo growth, 24 h | Potency, µM (titrated, usually from 46.1 µM), for inactives: top-dose growth rescue (activation), hits mostly activators | hit rate 0.02% among 94,000 | AID 1347070, 2019; active = well fitted activation curve with a large enough effect; inconclusive = small, poorly fitted or top-dose-only effect; note: 0% is about no effect
#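 Growth restoration measured by BacTiter-Glo luminescence after 24 hr at 30 deg C; alpha-synuclein yeast, raffinose-pregrown to mid-log, were added at OD600=0.02 in galactose medium onto pinned compounds.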
# An asterisk follows results filed as active; ? = inconclusive; [ ] = remark or other dose. Potency is the fitted concentration of half-maximal effect.
SMILES,aSyn yeast rescue
CCCCOc1ccc(CNC(=O)c2ccc(-c3nc(CN4CCc5ccccc54)c(C)o3)cc2)cc1,2%
Cc1c(NC(=O)c2cccs2)cccc1-c1nc2cc(Cl)ccc2o1,2%
COc1ccccc1OC(C)C(=O)Nc1cccc(-c2nc3ccccc3o2)c1 (stereo not given),-24%
O=C(CSc1nccn1-c1ccc(Cl)cc1)Nc1cccc2ccccc12,13%
O=C(Cc1ccc(F)cc1)Nc1ccccc1Sc1ccccc1,8%
COc1ccccc1CNC(=O)c1c(O)nc2cc(C)ccn2c1=O,-2%
COc1ccccc1NS(=O)(=O)c1ccc(N/N=C/c2c(C)nn(-c3ccccc3)c2N2CCCC2)c([N+](=O)[O-])c1,-5%
Cc1cc(C)cc(NC(=O)C2CCN(S(=O)(=O)c3ccc4c(c3)oc(=O)n4C)CC2)c1,-6%
O=C1Nc2cc(Cl)ccc2Oc2cc(Oc3ccccc3)ccc21,10%
O=C(c1ccccc1)c1cn(Cc2ccc(F)cc2)c2ccccc2c1=O,3%
COC(=O)c1cc(NC(=O)COC(=O)CCc2c[nH]c3ccccc23)cc(C(=O)OC)c1,0%
Cc1cccc(C)c1NC(=O)NNC(=O)c1cc(C(C)(C)C)nn1Cc1ccccc1,-1%
COc1ccc(NC(=O)c2c(NCc3ccc(C)o3)sc3c2CCCCC3)c(OC)c1,?
Cc1ccc(S(=O)(=O)N(CC(=O)Nc2ccc3c(c2)OCO3)c2ccc(C)c(Cl)c2)cc1,2%
Cc1ccc(NC(=O)Cn2c([N+](=O)[O-])cnc2C)cc1Cl,3%
CCOc1ccc(NC(=O)CNC(=O)c2ccc(OC)cc2)cc1,12%
CC(Sc1nncn1C)C(=O)Nc1ccc2ccccc2c1 (stereo not given),7%
COc1cccc(/C=N/NC(=O)CNC(=O)CCc2ccccc2)c1O,8%
COc1ccc(NC(=O)CN(C)C(=O)c2cc3c(s2)CCC3)cc1,1%
COC(=O)Cc1c(C)c2cc3c(c(C)c2oc1=O)OCN(CCc1ccccc1F)C3,3%

# Some values from above.
# In aSyn yeast rescue, COc1cccc(/C=N/NC(=O)CNC(=O)CCc2ccccc2)c1O is listed with 8%
# In aSyn yeast rescue, Cc1cccc(C)c1NC(=O)NNC(=O)c1cc(C(C)(C)C)nn1Cc1ccccc1 is listed with -1%
# In aSyn yeast rescue, COc1ccc(NC(=O)CN(C)C(=O)c2cc3c(s2)CCC3)cc1 is listed with 1%
# In aSyn yeast rescue, CCOc1ccc(NC(=O)CNC(=O)c2ccc(OC)cc2)cc1 is listed with 12%
# In aSyn yeast rescue, Cc1ccc(NC(=O)Cn2c([N+](=O)[O-])cnc2C)cc1Cl is listed with 3%
# In aSyn yeast rescue, CC(Sc1nncn1C)C(=O)Nc1ccc2ccccc2c1 (stereo not given) is listed with 7%

# Later entries:
SMILES,aSyn yeast rescue
Cc1sc2ncn(CC(=O)N3CCN(c4ccccc4)CC3)c(=O)c2c1S(=O)(=O)N1CCN(c2ncccn2)CC1,2%
Cc1nc(Nc2ccc(S(N)(=O)=O)cc2)sc1C(=O)Nc1ccccc1,-1%
CN(C)C(/C=C/Nc1ccc(Br)cc1)=C(C#N)C#N,-5%
O=C(NCc1cccs1)c1ccc(CSc2nc3ccncc3n2Cc2cccc(F)c2)cc1,-1%
COc1ccccc1C(=O)NNC(=O)c1ccc2ccccc2c1O,25%
CCOc1cc(Br)c(COc2ccc(C)nc2[N+](=O)[O-])cc1OCC,-2%
CC(=O)Nc1ccc(S(=O)(=O)NCC(=O)NNC(=O)c2csc(N3CCOCC3)n2)cc1,-5%
O=C(Oc1ccc(/C=N/n2cnnc2)cc1)c1cccc([N+](=O)[O-])c1,-3%
Cc1cc(C)n(-c2nc(C)c(C)c(=O)n2CC(=O)Nc2ccc([N+](=O)[O-])cc2)n1,-10%
CCOc1ccc(NC(=O)c2sc3nc4n(c(=O)c3c2C)CCCC4)cc1,3%
O=C(O)Cn1c(=O)c(F)cn(C2CCCO2)c1=O (stereo not given),7%
Cc1nc2c(-c3ccccc3)c(C)nn2c(C)c1CCC(=O)NC(C)c1ccccc1 (stereo not given),11%
COc1cccc(N2CCN(C(=O)c3cnc4c(-c5ccccc5)c(C)nn4c3C)CC2)c1,0%
O=C(CS(=O)(=O)c1cccc2nsnc12)Nc1ccc(F)cc1,-1%
CCOc1ccc(N(Cc2nnc3n2CCCCC3)C(=O)Nc2cccc(C)c2)cc1,3%
COc1ccccc1C1C(C(N)=O)=C(C)Nc2nc(SCc3ccccc3F)nn21 (stereo not given),-6%
O=C(COC(=O)c1cc(-c2cccs2)nc2ccccc12)c1ccccc1,-1%
O=C(Nc1ccc(NC(=O)c2cccs2)cc1)c1ccc2c(c1)OCO2,3%
CCc1ccc(CNC(=O)C2Cc3cc(S(=O)(=O)N4CCCCCC4)ccc3N2C(C)=O)cc1 (stereo not given),-8%
COc1ccc(Nc2oc(-c3ccc(COc4ccccc4C)o3)nc2C#N)cc1,-1%
CCC(=O)N1c2ccc(S(=O)(=O)CCC(=O)N3CCN(c4ccc(F)cc4)CC3)cc2CC1C (stereo not given),-1%
O=C(Nc1cnns1)Oc1ccccc1,2%
Cc1cc(Cl)ccc1OC(C)C(=O)NN1C(=O)c2ccccc2C1=O (stereo not given),15%
CCOC(=O)c1c(NC(=O)c2cc(-c3ccc(Br)cc3)on2)sc(C)c1C,-2%
CCc1ccccc1Nc1sc(C(=O)c2ccccc2)c(N)c1S(=O)(=O)c1ccccc1,8%
O=C(c1ccc2c(=O)n3c(nc2c1)CCCCC3)N1CCN(c2ccc(Cl)cc2)CC1,-3%
O=C(CC1(O)C(=O)N(CCc2ccccc2)c2ccc(Br)cc21)c1ccccc1O (stereo not given),-55%[inhibitor]
CC1CN(C(=O)COC(=O)c2ccc3ccccc3c2)CC(C)O1 (stereo not given),7%
O=C(CC1NCCN(Cc2ccccc2)C1=O)Nc1ccc(Cl)cc1 (stereo not given),4%
Nc1nnc(SCC(=O)Nc2ccc(Cl)c(C(=O)O)c2)s1,-21%
O=C(NCc1ccc(-c2csnn2)cc1)C1CC1,3%
Cc1cccc(N=c2c([N+](=O)[O-])nn(-c3ccc(Cl)cc3)n2O)c1,11%
CCN(CC)CCCNC(=O)c1ccc(Cn2c(SCc3ccccc3)nc3cccnc32)cc1,-12%
CCOC(=O)C1(Cc2ccc(Cl)cc2)CCN(Cc2cnc(N)nc2)CC1,0%
CCOc1ccc(NS(=O)(=O)c2cc(C(=O)NCC3CCCO3)ccc2Cl)cc1 (stereo not given),-7%
Cc1cc2c(cc1S(=O)(=O)N1CCCC1)n(C)c(=O)c(=O)n2C,-5%
C/C(=N\O)C1CC(CC(=O)O)C1(C)C (stereo not given),-10%
Cc1ccc(-c2cc(C(F)(F)F)c(C#N)c(SCC(=O)Nc3ccccc3)n2)cc1,2%
COc1ccc(NC(=O)c2cc(CC(C)C)on2)cc1OC,-4%
O=C(Nc1nc2ccccc2s1)C1CCN(C(=O)c2ccco2)CC1,-11%

# In the list so far, 3 have a COOH group:
SMILES,aSyn yeast rescue
O=C(O)Cn1c(=O)c(F)cn(C2CCCO2)c1=O (stereo not given),7%
Nc1nnc(SCC(=O)Nc2ccc(Cl)c(C(=O)O)c2)s1,-21%
C/C(=N\O)C1CC(CC(=O)O)C1(C)C (stereo not given),-10%

# (list continues)
SMILES,aSyn yeast rescue
Cc1cc(C)c(C)c(S(=O)(=O)N2CCN(C(=S)NCC3CCCO3)CC2)c1C (stereo not given),30%
COc1ccc(C2OCC3(O)C(c4ccc(OC)c(OC)c4)OCC23)cc1OC (stereo not given),-5%
O=C(CSc1nccn1Cc1ccc(Cl)cc1)NC1CCCC1,-2%
CCCCCCN1C[C@@H](n2cc(-c3ccc(F)cc3)nn2)[C@H](O)C[C@@H]1c1ccc(OC)cc1,-8%
CCc1ccc(N(CC(=O)Nc2ccc(NC(C)=O)cc2)S(=O)(=O)c2ccccc2)cc1,-5%
Cc1nc2nc[nH]n2c(=O)c1CCOC(=O)c1c(F)cccc1F,8%
O=C(CN1C(=O)C2CCCCN2c2ccc(C(=O)N3CCCC3)cc21)NCc1ccc(F)cc1 (stereo not given),2%
CC(Cc1ccccc1)NC(=O)CCNNC(=O)c1ccncc1 (stereo not given),0%
O=C(CCC(=O)OCC(=O)c1ccccc1)Nc1cccc(Cl)c1,14%
CCn1ncc(CN2CCC(n3nccc3NC(=O)c3ccccc3Cl)CC2)c1C,-3%
Cn1c(NNC(=O)CCC2CCCCC2)cc(=O)n(C)c1=O,2%
Cc1ccc(CCNC(=O)c2cc(S(=O)(=O)N3CCCC3)cn2C)cc1,5%
COc1ccccc1-n1c(=O)n(C)c2c(C(N)=O)nc(-c3cccc(OC)c3OC)nc21,1%
Cc1ccc2c(c1)N(C(=O)CCC(=O)NCCCN1CCOCC1)CCO2,-1%
O=C(Nc1ccccc1OCc1cc(=O)n2ccccc2n1)c1ccccc1F,-2%
Cc1ccc2cc(CCl)c(Cl)nc2c1,0%
CCCN(CCC)C(=O)CN1C(=O)CSc2ccc(S(=O)(=O)N3CCC(C)CC3)cc21,2%
CCOC(=O)c1cccc(NC(=O)C2CCN(S(=O)(=O)c3cnc[nH]3)CC2)c1,-6%
COC(=O)C(NC(=O)CCc1c(C)nc2c(c(C)nn2-c2ccccc2)c1C)C(C)C (stereo not given),3%
O=C(O)c1cccc(N2C(=O)C3C4C=CC(C4=C(c4ccccc4)c4ccccc4)C3C2=O)c1 (stereo not given),1%

# Rewritten with each value named: three of the compounds above
Cc1ccc(CCNC(=O)c2cc(S(=O)(=O)N3CCCC3)cn2C)cc1
  aSyn yeast rescue: 5%
COc1ccccc1-n1c(=O)n(C)c2c(C(N)=O)nc(-c3cccc(OC)c3OC)nc21
  aSyn yeast rescue: 1%
Cc1ccc2c(c1)N(C(=O)CCC(=O)NCCCN1CCOCC1)CCO2
  aSyn yeast rescue: -1%

# The results go on:
SMILES,aSyn yeast rescue
Cc1cccc(Cn2c(-c3cccs3)nc3ccccc32)c1,-23%
Nc1nc(Nc2ccccc2F)sc1C(=O)c1ccc(Cl)cc1,-13%
O=c1c2ccc(F)cc2sn1-c1ccccc1,-79%[inhibitor]
CCC(=O)N1CCc2cc(S(=O)(=O)NCCC(=O)NCc3ccc(C)cc3)ccc21,1%
Cc1ccn(CCC(=O)N2CCCC(N3CCN(c4ccccc4C)CC3)C2)n1 (stereo not given),-4%
Cc1cc(N2CCN(C)CC2)nc2ccc(NC(=S)N3CCC4(CC3)OCCO4)cc12,-10%
O=C(CSc1nnc(COc2ccc(Cl)cc2)n1Cc1ccco1)N1CCNC1=O,-11%
CCOc1ccc(CCNC(=O)COC(=O)C2CCN(c3ccc(C(F)(F)F)cn3)CC2)cc1OCC,10%
O=C(Cc1ccccc1)Nc1nnc(SCC(=O)NC2CCCC2)s1,2%
Cc1cc(C)nc(Oc2ccc(Br)cc2)n1,2%
CCC(CC)C(=O)Nc1ccc2nc(SCc3ccccc3)sc2c1,6%
COc1ccc(CCNC(=O)CN2C(=O)COc3ccccc32)cc1OC,-4%
CCc1ccc(CNC(=O)c2cc3c(=O)n(CC)c4ccccc4c3s2)cc1,22%
CNc1ccccc1C(=O)OCC(=O)N(CCOC)c1c(N)n(CC(C)C)c(=O)[nH]c1=O,3%
CCc1nc(SCC(=O)Nc2cc(C)ccc2OC)c2c(C)c(C)sc2n1,13%
CCOc1ccc(C2=NC(c3cccs3)=Nc3ccc(C(C)C)cc3N2)cc1,7%
CNC(=O)N(C1=NCC(C)(C)S1)c1ccc(F)c(Cl)c1,-2%
Cc1ccc(CNC(=O)CCCn2c(=O)c3ccccc3n(Cc3ccccc3C)c2=O)cc1,5%
CC(=O)N(CC(=O)Nc1sc(C)c(C)c1C(N)=O)Cc1ccccc1,6%
COc1ccc(OC)c(C=Cc2ccc([N+](=O)[O-])cc2)c1,-4%
COc1ccc2oc(=O)c(C(=O)NCCc3c(C)[nH]c4ccc(C)cc34)cc2c1,8%
CCc1ccc(NC(=O)CSc2ccc(-c3sc(-c4ccccc4)nc3C)nn2)cc1,2%
Cn1c(=O)c2c(-c3ccccc3)n3c(c2n(C)c1=O)C(c1ccccc1[N+](=O)[O-])Nc1ccccc1-3 (stereo not given),-15%
COC(=O)COc1ccc(Oc2nc(NC(C)(C)C)nc(N3CCOCC3)n2)nn1,0%
C=CCc1cccc2cc(C(=O)Nc3ccc(CC(=O)O)cc3)c(=O)oc12,-11%
O=C(c1cccnc1)c1ncc(C(F)(F)F)cc1Cl,-4%
COc1ccc(OC)c(NC(=O)COC(=O)COc2c(Cl)cc(Cl)c3ccc(C)nc23)c1,-2%
Cc1cc(S(=O)(=O)N2CCN(c3ccc(F)cc3)CC2)c(C)s1,-2%
COC(=O)c1ccc(NC(=O)C2CCCN2S(=O)(=O)c2ccc(C)cc2)cc1 (stereo not given),-10%
CC1CN(C(=O)COC(=O)c2ccc(O)cc2)CC(C)O1 (stereo not given),-9%
O=C(C1CC(=O)N(c2ccc(Cl)cc2)C1)N1CCC(c2nc3ccccc3[nH]2)CC1 (stereo not given),1%
COc1ccc([N+](=O)[O-])cc1NC(=O)C(C)OC(=O)C1CCC1 (stereo not given),-7%
CCOc1ccccc1/C=C(/NC(=O)c1ccccc1)C(=O)N(CC)CC,7%
Cc1ccc(NC(=O)CN2C(=O)C(C)(C)c3cc(S(=O)(=O)N4CCCCC4)ccc32)c(Br)c1,10%
CCOc1cccc(C(=O)Nc2ccc3oc(-c4cccnc4)nc3c2)c1,2%
COc1ccc(C(C[N+](=O)[O-])c2c(C)cc3ccccn23)cc1 (stereo not given),5%

# A second format for four compounds above.
SMILES | aSyn yeast rescue
Cc1cccc(C)c1NC(=O)NNC(=O)c1cc(C(C)(C)C)nn1Cc1ccccc1 | -1%
CC(=O)N(CC(=O)Nc1sc(C)c(C)c1C(N)=O)Cc1ccccc1 | 6%
COc1ccc(NC(=O)c2c(NCc3ccc(C)o3)sc3c2CCCCC3)c(OC)c1 | ?
Cc1ccc(CCNC(=O)c2cc(S(=O)(=O)N3CCCC3)cn2C)cc1 | 5%

# Assay outcomes deposited in PubChem by National Center for Advancing Translational Sciences (NCATS).

# Not all compounds are listed; the hit share may differ from the screen's.
